# Screening results: PubChem, Vanderbilt High Throughput Screening Facility
# AMPAR-TARP mod – modulators of AMPA receptor GluA2-stargazin complexes; HEK293 GluA2+stargazin, membrane potential dye (FDSS), glutamate EC50; hits were called plate by plate, in both directions; calls only at 30 µM; O88602+P19491; hit rate 3.5% among 40,000;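 active = any of four per-well response measures lying three or more SD from its plate-wide compound average, in either direction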
# Target sequence (O88602 whole entry, looked up): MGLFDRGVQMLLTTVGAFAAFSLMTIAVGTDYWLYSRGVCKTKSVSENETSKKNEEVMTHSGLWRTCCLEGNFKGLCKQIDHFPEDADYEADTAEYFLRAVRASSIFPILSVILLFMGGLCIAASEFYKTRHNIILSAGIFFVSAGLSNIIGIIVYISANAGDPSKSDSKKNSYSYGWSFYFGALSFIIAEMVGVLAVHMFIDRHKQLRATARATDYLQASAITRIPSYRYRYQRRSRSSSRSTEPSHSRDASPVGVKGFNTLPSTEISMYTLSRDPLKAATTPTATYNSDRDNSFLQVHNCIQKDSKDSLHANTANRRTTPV
# Target sequence (P19491 whole entry, looked up): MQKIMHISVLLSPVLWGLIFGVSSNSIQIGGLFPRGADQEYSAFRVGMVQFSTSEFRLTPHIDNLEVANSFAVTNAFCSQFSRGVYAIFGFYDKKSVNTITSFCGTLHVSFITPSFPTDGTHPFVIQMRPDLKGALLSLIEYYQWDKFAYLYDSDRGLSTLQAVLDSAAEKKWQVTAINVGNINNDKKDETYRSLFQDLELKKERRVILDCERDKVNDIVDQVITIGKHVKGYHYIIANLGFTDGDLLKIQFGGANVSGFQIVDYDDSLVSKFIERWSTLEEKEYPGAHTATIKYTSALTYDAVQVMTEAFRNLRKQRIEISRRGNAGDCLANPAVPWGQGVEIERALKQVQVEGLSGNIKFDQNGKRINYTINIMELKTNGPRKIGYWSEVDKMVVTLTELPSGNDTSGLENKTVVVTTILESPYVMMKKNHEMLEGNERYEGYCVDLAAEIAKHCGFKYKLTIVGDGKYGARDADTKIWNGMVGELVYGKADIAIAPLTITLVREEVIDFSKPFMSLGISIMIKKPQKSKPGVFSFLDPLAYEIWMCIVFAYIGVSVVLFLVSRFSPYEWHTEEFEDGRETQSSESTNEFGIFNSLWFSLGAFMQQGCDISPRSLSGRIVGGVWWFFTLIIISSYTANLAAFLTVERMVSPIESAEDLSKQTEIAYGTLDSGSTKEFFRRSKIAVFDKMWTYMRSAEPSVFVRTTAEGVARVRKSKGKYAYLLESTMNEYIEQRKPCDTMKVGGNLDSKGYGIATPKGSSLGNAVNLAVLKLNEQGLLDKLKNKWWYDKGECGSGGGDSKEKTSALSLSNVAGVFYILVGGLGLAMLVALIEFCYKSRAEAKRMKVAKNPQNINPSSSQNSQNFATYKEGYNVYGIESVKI
# AMPAR-TARP mod agonism max-min – recorded beside AMPAR-TARP mod, whose call it bears; compound max-min signal; compound-alone response (agonism);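 unitless range of fluorescence divided by baseline over first 100 seconds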
# AMPAR-TARP mod glutamate slope – recorded beside AMPAR-TARP mod, whose call it bears; glutamate slope, % of max; measured here: glutamate response slope, % max;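 scaled per plate between vehicle wells and maximal 1 mM glutamate control wells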
# An asterisk follows results filed as active; i = inactive; + = active, no number; & = joins results of further samples; ! = a repeat was not active. This is a subset, so the mix of outcomes need not match the whole.
SMILES,AMPAR-TARP mod,AMPAR-TARP mod agonism max-min,AMPAR-TARP mod glutamate slope
COc1ccccc1N1CCN(C(=O)c2cc3cccnc3n(C)c2=O)CC1,i,0.085,51
COc1ccc(S(=O)(=O)N2CCCOC2CNC(=O)C(=O)NCCC2=CCCCC2)cc1C (centres undefined),i,0.085,60
COCCSc1nnc(-c2cn(C)nc2OC)n1CCOC,i,0.041,31
O=C(NCc1ccc(Cl)cc1)N1CCN(C(=O)c2cnn3ccccc23)CC1,i,0.1,59
O=C(NC1C=CS(=O)(=O)C1)C1(c2ccccc2)CCCC1 (centres undefined),i,0.078,66
CC(C)NC(=O)N1CCC(c2nnc(C3CC3)o2)CC1,i,0.074,62
O=C(NCc1ccc2c(c1)OCO2)N(c1ccccc1)c1ccccc1,i,0.046,70
Cc1ccc(C)c(S(=O)(=O)ON2C(=O)c3ccccc3C2=O)c1,i,0.062,23
Cc1cc(N2CCCCC2)nc(NCCNS(C)(=O)=O)n1,i,0.17,58
COc1ccccc1NC(=O)NCCn1nc(-c2ccc(Cl)cc2)ccc1=O,i,0.1,53
O=C(Cc1cc(-c2ccc3c(c2)OCO3)on1)N1CCc2ccccc21,i,0.04,33
Cc1ccc(-n2c(C)cn3c4c(=O)n(CCN5CCOCC5)c(=O)n(C)c4nc23)cc1,i,0.057,28
CCN1CCN(CC(O)COc2cccc(OC)c2)CC1 (centres undefined),i,0.034,55
CCOc1ccccc1NC(=O)CSc1nnnn1-c1cccc(C)c1,+!,0.041*!,73*!
COc1ccccc1N1CCN(CC(O)COc2ccc(C)cc2C)CC1 (centres undefined),i,0.053,44
COc1ccc(S(=O)(=O)NCC(c2ccco2)N(C)C)cc1F (centres undefined),i,0.056,-2
O=C(NCC(c1cccs1)N1CCOCC1)Nc1ccccc1 (centres undefined),i,0.05,57
Cc1cc(C)n(CCN2CCCN(S(=O)(=O)Cc3cccc(F)c3)CC2)n1,i,0.11,59
O=C(NCCS(=O)(=O)N1CCN(c2ccccn2)CC1)c1cccs1,i,0.1,52
COc1ccc(S(=O)(=O)N2CCC(C(=O)Nc3nc4c(F)cccc4s3)CC2)cc1,i,0.11,51
Cc1cccnc1NC(=O)c1ccc(=O)n(Cc2cccc(F)c2)n1,i,0.14,66
CCc1ccccc1NC(=O)Cn1nc(SC)c(S(=O)(=O)c2ccc(F)cc2)c1N,i,0.11,52
O=C1c2cc(NS(=O)(=O)c3ccc(Br)s3)ccc2OCCC2CCCCN12 (centres undefined),i,0.058,73
COc1ccc(C(C)C)cc1S(=O)(=O)NCCN1CCN(S(=O)(=O)c2cc(C(C)C)ccc2OC)CC1,i,0.1,61
COc1ccccc1C1(CNC(=O)c2cnc3ccccc3n2)CCOCC1,i,0.11,58
# Additional entries follow.
SMILES,AMPAR-TARP mod,AMPAR-TARP mod agonism max-min,AMPAR-TARP mod glutamate slope
CSc1nnc(CNC(=O)C23CC4CC(CC(C4)C2)C3)n1-c1ccccc1,i,0.032,61
COc1ccccc1N1CCN(S(=O)(=O)c2ccc(F)c(C(=O)Nc3cc(C(F)(F)F)ccc3Cl)c2)CC1,i,0.11,60
O=C(Nc1cc(F)ccc1F)c1ccc(S(=O)(=O)N2CCOCC2)o1,i,0.086,58
CCS(=O)(=O)N1CCCc2ccc(NS(=O)(=O)c3ccc(OC)cc3)cc21,i,0.062,72
CN(C)C(=O)N1CCN(S(=O)(=O)c2ccc(F)cc2)CC1,i,0.11,58
O=C(Nc1ccc(SCCN2CCCCC2)nn1)c1ccccc1,i,0.068,39
CN(c1ccsc1C(=O)Nc1ccc(Cl)c(C(F)(F)F)c1)S(=O)(=O)c1ccccc1,i,0.11&0.062,45&98
Cc1ccc(-n2ncc3c(=O)n(NC(=O)c4cccs4)cnc32)cc1C,i,0.1,58
Cc1oc(-c2ccc([N+](=O)[O-])c(Cl)c2)cc1C(=O)N1CCOCC1,i,0.11,54
O=C1CNC(=O)C2(CCCC2)N1,i,0.025,33
O=C(CSc1nnc(C2COc3ccccc3O2)o1)N1CCCC1 (centres undefined),i,0.045,67
O=C(Nc1ccc([N+](=O)[O-])cc1)C(=O)Nc1ccc2c(c1)OCCO2,i,0.12,64
COCCn1c(N)c(C(=O)NCc2ccccc2Cl)c2nc3ccccc3nc21,i,0.14,63
COc1cc2nc(NC(=O)Cc3ccc(C)cc3)sc2cc1OC,i,0.11,82
COc1ccc(NC(=O)CCn2c(=O)[nH]c3ccccc3c2=O)c(OC)c1,i,0.086,55
CCOc1ccc(S(=O)(=O)N(C)C2CCCCC2)c2ccccc12,i,0.051,58
O=C(Nc1nnc(CS(=O)(=O)c2ccccc2)o1)c1ccco1,i,0.083,37
CC(C)NC(=O)c1nsc(C(=O)N2CCN(C3CCCCC3)CC2)c1N,i,0.078,58
COc1cccc(C(=O)NCC(c2ccc(F)cc2)N2CCOCC2)c1OC (centres undefined),i,0.044,56
O=C(Cn1cnc(-c2ccccc2)cc1=O)N(Cc1ccccc1)c1ccccc1,i,0.094,56
COc1cccc(CNC(=O)CN2C(=O)N(c3ccc(C)cc3)S(=O)(=O)c3ccccc32)c1OC,i,0.12,73
Cc1ccc(NC(=O)OCc2ccccc2)cc1N1CCCCC1=O,i,0.04,46
CCOc1cccc2cc(C(=O)NCCOc3ccc(-c4ccc(OC)cc4)nn3)c(=O)oc12,i,0.072,65
CSc1ncccc1C(=O)Nc1ccc(CC(=O)N(C)C)cc1,i,0.074,42
CC1=C(C(=O)Nc2ccccc2)C(c2ccc(C(F)(F)F)cc2)n2ncnc2N1 (centres undefined),i,0.12,51
# New compounds follow.
SMILES,AMPAR-TARP mod,AMPAR-TARP mod agonism max-min,AMPAR-TARP mod glutamate slope
CC(=O)Nc1ccc(OCC(O)CN2CCN(c3cccc(Cl)c3)CC2)cc1 (centres undefined),i,0.062,52
Cc1c(C(=O)OCc2ccccc2)nnn1-c1ccc(Cl)cc1,i,0.087,54
CCn1cc(NC(=O)N2CCc3ccccc32)c2ccccc21,i,0.22,40
Cc1cc(-c2nnc(NC(=O)C3CCCN3S(C)(=O)=O)o2)nn1C (centres undefined),i,0.077,56
Cc1ccc(Oc2cccc(NC(=O)Nc3ccc4c(c3)OCCO4)c2)nn1,i,0.094,56
O=C(CCc1csc(NC(=O)c2ccc[nH]c2=O)n1)NCc1ccco1,i,0.2,48
COc1ccc(-n2nnc3c(N4CCN(C(=O)CCc5ccccc5)CC4)ncnc32)cc1,i,0.11,69
O=S(=O)(c1ccc2c(c1)CCCC2)N(Cc1ccccn1)CC(F)(F)F,i,0.066,54
COc1ccc(N2C(=NC(=O)c3ccc(Br)cc3)SC3CS(=O)(=O)CC32)cc1 (centres undefined),i,0.048,58
O=C(Nc1ccc(OC(F)(F)F)cc1)c1ccc(=O)n(Cc2cccc(Cl)c2)c1,i,0.1,51
CCc1cccc2sc(N(Cc3ccccn3)C(=O)CSCc3ccccc3)nc12,i,0.094,51
C=CCN1C(=O)C(O)(CC(=O)c2ccccn2)c2ccccc21 (centres undefined),i,0.073,30
COc1ccc(SCC(=O)Nc2ccc(-c3nc4ccccc4[nH]3)cc2)cc1,i,0.083,57
Cc1ccc(C)c(CC(=O)Nc2sc3c(c2-c2nc4ccccc4s2)CCC(C)C3)c1 (centres undefined),i,0.078,39
O=C(NCc1nc2ccccc2[nH]1)c1csc(-c2cnccn2)n1,i,0.12,64
O=C(NCC1(c2ccccc2)CCOCC1)C(=O)Nc1ccccc1,i,0.13,46
Cn1cccc1C(CNS(=O)(=O)CCc1ccccc1)N1CCOCC1 (centres undefined),i,0.061,57
O=C(CCCCn1c(=O)[nH]c2ccccc2c1=O)N1CC=C(c2ccccc2)CC1,i,0.086,59
COc1ccc(S(=O)(=O)N2CCN(c3ccc(Nc4cccnc4)nn3)CC2)cc1,+,0.38*,37*
CS(=O)(=O)N1CCCC1C(=O)N(Cc1ccccc1)c1nc2c(Cl)cccc2s1 (centres undefined),i,0.091,57
CN(C)C(CNC(=O)c1ccccc1Cl)c1cccs1 (centres undefined),i,0.031,35
Cc1ccc(CC(=O)Nc2sccc2C(N)=O)cc1,i,0.11,85
CCOc1ccc(NC(=O)C23CC4CCC(CC(C4)C2)C3)cc1,+,0.15*,32*
COc1cccc(CNC(=O)C(=O)Nc2ccc([N+](=O)[O-])cc2C)c1,i,0.13,53
O=C(O)CCn1c2c(c3ccccc31)CCCC2,i,0.068,42
# Next part:
SMILES,AMPAR-TARP mod,AMPAR-TARP mod agonism max-min,AMPAR-TARP mod glutamate slope
NC(=O)c1ccc(NC(=O)CCN2C(=O)c3ccccc3S2(=O)=O)cc1,i,0.051,47
CCOc1ccccc1NC(=O)C(=O)NCC1CCN(c2ncccn2)CC1,i,0.11,57
CC(NS(C)(=O)=O)C(c1cccs1)N1CCN(c2ccccc2)CC1 (centres undefined),i,0.041,46
Cc1cc(Nc2ccccc2)nc(N2CCN(C(=O)c3ccc4c(c3)OCO4)CC2)n1,i,0.14,61
CCN(CC)CC(=O)Nc1cccc(OC)c1,i,0.035,39
CCN1CCN(S(=O)(=O)c2cccc3cccnc23)CC1,i,0.096,51
CCCCc1ccc(N2CC(C)Cn3c2nc2c3c(=O)n(CCOC)c(=O)n2C)cc1 (centres undefined),i,0.16,62
COc1ccc(NC(C)=O)cc1NS(=O)(=O)c1c[nH]c(=O)[nH]c1=O,i,0.03,33
O=C(c1cccs1)N1CCN(Cc2nnnn2-c2ccc(F)c(F)c2)CC1,i,0.056,58
O=C1c2cccc3c(Nc4ccccc4)ccc(c23)C(=O)N1c1ccccc1,i,0.18,65
COc1ccc(CCC(=O)N2CCN(c3nccn3C)CC2)cc1,i,0.062,70
COC(=O)N1CCC(CNC(=O)c2ccc(Cl)s2)CC1,i,0.1,56
O=[N+]([O-])c1ccc(OCC(O)CN2CCN(c3cccc(Cl)c3)CC2)cc1 (centres undefined),i,0.07,45
COc1cn(CC(=O)Nc2cccc(C(F)(F)F)c2)c(CSc2nnc(C)s2)cc1=O,i,0.043,59
Cc1cc(S(=O)(=O)NCCN2CCC(c3cccs3)CC2)ccc1F,i,0.089,55
CC1Cc2ccccc2N1C(=O)C12CCC(C)(C(=O)O1)C2(C)C (centres undefined),i,0.046,67
COc1ccc(CCNC(=O)CSc2nc(C)cs2)cc1OC,i,0.1,54
CCOc1ccc(-c2ccc(=O)n(CCNS(=O)(=O)c3ccc(F)cc3)n2)cc1,i,0.04,52
O=C(C1=C(O)C(=O)N(c2ccccc2)C1c1ccc(F)cc1)C1CC1 (centres undefined),i,0.096,66
COC(=O)c1ccc(C)c(-n2c(N)c(C(N)=O)sc2=S)c1,i,0.16,60
CCOC(=O)Cn1c(=NC(=O)c2ccno2)sc2cccc(F)c21,i,0.053,58
CCOc1ccccc1NC(=O)CN1C(=O)NC2(CCC(C)CC2)C1=O (centres undefined),i,0.13,51
O=c1ccnc(SCc2ccccc2Cl)[nH]1,i,0.073,34
CS(=O)(=O)N1CCN(CCn2cccn2)CC1,i,0.11,54
CCOC(=O)c1sc(NC(=O)c2ccc3ncsc3c2)cc1C,i,0.17,74

# Record cards, as listed above. Order of screens: AMPAR-TARP mod	AMPAR-TARP mod agonism max-min	AMPAR-TARP mod glutamate slope
# Shown for COc1ccc(CCNC(=O)CSc2nc(C)cs2)cc1OC = i	0.1	54
# Shown for CC(NS(C)(=O)=O)C(c1cccs1)N1CCN(c2ccccc2)CC1 (centres undefined) = i	0.041	46
# Shown for CCCCc1ccc(N2CC(C)Cn3c2nc2c3c(=O)n(CCOC)c(=O)n2C)cc1 (centres undefined) = i	0.16	62

# Carrying on:
SMILES,AMPAR-TARP mod,AMPAR-TARP mod agonism max-min,AMPAR-TARP mod glutamate slope
COc1ccc2c(=O)c(Oc3ccc(C(=O)N4CCN(c5ccccc5)CC4)cc3)coc2c1,i,0.065,68
Cc1nn(C2CCS(=O)(=O)C2)c2nc(-c3cccs3)cc(C(=O)N3CCC(C(N)=O)CC3)c12 (centres undefined),i,0.045,42
Cc1nn(CC(=O)NCc2ccco2)c(=O)c2c1cnn2C(C)(C)C,i,0.047,66
CC1CN(C)CCN1CC1CCN(C(=O)CC2CCCCC2)CC1 (centres undefined),i,0.067,54
COC(=O)c1scc(-c2ccccc2)c1S(=O)(=O)Nc1cc(Cl)c(OC)cc1OC,i,0.096,59
CC1(C)CC(=O)c2sc(NC(=O)CCCS(=O)(=O)c3ccc(Cl)cc3)nc2C1,i,0.12,66

# Structural class: the compounds so far containing a thiophene ring, fused or not (15)
SMILES,AMPAR-TARP mod,AMPAR-TARP mod agonism max-min,AMPAR-TARP mod glutamate slope
O=C(NCC(c1cccs1)N1CCOCC1)Nc1ccccc1 (centres undefined),i,0.05,57
O=C(NCCS(=O)(=O)N1CCN(c2ccccn2)CC1)c1cccs1,i,0.1,52
O=C1c2cc(NS(=O)(=O)c3ccc(Br)s3)ccc2OCCC2CCCCN12 (centres undefined),i,0.058,73
CN(c1ccsc1C(=O)Nc1ccc(Cl)c(C(F)(F)F)c1)S(=O)(=O)c1ccccc1,i,0.11&0.062,45&98
Cc1ccc(-n2ncc3c(=O)n(NC(=O)c4cccs4)cnc32)cc1C,i,0.1,58
Cc1ccc(C)c(CC(=O)Nc2sc3c(c2-c2nc4ccccc4s2)CCC(C)C3)c1 (centres undefined),i,0.078,39
CN(C)C(CNC(=O)c1ccccc1Cl)c1cccs1 (centres undefined),i,0.031,35
Cc1ccc(CC(=O)Nc2sccc2C(N)=O)cc1,i,0.11,85
CC(NS(C)(=O)=O)C(c1cccs1)N1CCN(c2ccccc2)CC1 (centres undefined),i,0.041,46
O=C(c1cccs1)N1CCN(Cc2nnnn2-c2ccc(F)c(F)c2)CC1,i,0.056,58
COC(=O)N1CCC(CNC(=O)c2ccc(Cl)s2)CC1,i,0.1,56
Cc1cc(S(=O)(=O)NCCN2CCC(c3cccs3)CC2)ccc1F,i,0.089,55
CCOC(=O)c1sc(NC(=O)c2ccc3ncsc3c2)cc1C,i,0.17,74
Cc1nn(C2CCS(=O)(=O)C2)c2nc(-c3cccs3)cc(C(=O)N3CCC(C(N)=O)CC3)c12 (centres undefined),i,0.045,42
COC(=O)c1scc(-c2ccccc2)c1S(=O)(=O)Nc1cc(Cl)c(OC)cc1OC,i,0.096,59
